PTAP TSG101 blk: blocks PTAP/TSG101 interaction to inhibit HIV-1 budding; Potency, µM (series often up to 115 µM), for the others: top-dose activity change, negative = inhibition, usual class: inhibitors; Fluorescence polarization, FITC-PTAP peptide / Tsg101 binding; 340,000 tested, under 10 active; Q99816; active = well fitted inhibition curve with a large enough effect in the main read-out, with a control signal flat, not every such curve was filed as active; inconclusive = small, poorly fitted or top-dose-only effect, or effect the other way, or a change in a side signal; inactive = no such curve, though single readings can be large or run the other way; note: potency is the fitted concentration of half-maximal effect; % of control where 0% means no effect
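Fluorescence anisotropy tracks displacement of a FITC-tagged PTAP peptide (50 nM) from the Tsg101 binding domain (10 uM), following a 20 min room-temperature incubation at pH 7.5.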
Mito fusion yeast: inhibitors of mitochondrial division or activators of mitochondrial fusion. S. cerevisiae fusion-defective mutant growth rescue, CellTiterGlo 48 h. 320,000 compounds, 0.23% hits. Potency, µM (highest dose often 46.1 µM), for the others: at the highest dose growth rescue (activation), most hits filed as activators;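 note: potency is the fitted concentration of half-maximal effect; % of control where 0% means no effect; nearly all actives have a fitted effect of over 45% in size; temperature-sensitive fusion mutants such as fzo1-1 at 37 °C on non-fermentable ethanol glycerol medium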
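Temperature-sensitive fusion-defective S. cerevisiae (e.g. fzo1-1, mgm1-5) were grown with compound in YPEG medium (3% ethanol, 3% glycerol) for 48 hours at 37C. Growth rescue was measured as viability by CellTiterGlo luminescence after 10 minutes at ambient.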
TCR act: T cell receptor activation; primary human leukocytes, anti-CD3, IL-2 HTRF, 48 h; Potency, µM (highest dose often 9.22 µM), inactives show at the top dose activation of IL-2 secretion, actives largely listed as activators; 330,000 tested, under 10 active; note: % of control where 0% means no effect
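Compounds are tested in HTS on primary human leukocytes co-incubated with a-CD3 beads for 48 hr. IL-2 output is measured by time-resolved FRET.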
a7 integrin act: activators of alpha7 integrin expression for muscular dystrophy | 350,000 compounds, 0.064% hits | Potency, µM (titrated, usually from 38.3 µM), inactives show at the top dose activation, hits mostly activators | alpha7betagal myoblasts, beta-gal FDG fluorescence, 48 h;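 note: potency is the fitted concentration of half-maximal effect; 100% = response of the positive control SU9516; nearly all actives have a fitted effect of over 60% in size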
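alpha7betagal+/- myoblasts (passage 13, 250/well) treated 48 h at 37C with compounds at 1:260 dilution of DMSO stock. Lysed, then beta-galactosidase activity read as FDG fluorescence (ex 480/em 540) after 30 min, with pre-read for autofluorescence.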
AT treatment: potential ataxia-telangiectasia treatments restoring KAP-1 phosphorylation; […] A-T fibroblasts, KAP-1 phosphorylation AlphaLISA; neocarzinostatin DNA damage 30 min before lysis; Potency, µM (series often up to 57.5 µM), without a hit: at the highest dose activation, hits mostly activators; 320,000 compounds, 0.19% hits; AID 485349; note: potency is the fitted concentration of half-maximal effect; % of control where 0% means no effect; nearly all actives have a fitted effect of over 45% in size
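hTERT-immortalized A-T patient fibroblasts ([…]), 500 cells/well in OPTI-MEM, 1% FBS, got compounds for 60 min, then NCS for 30 min at 37C. Lysates were then assayed for phospho-KAP-1 by AlphaLISA (anti-pKAP1 donor, anti-KAP1 acceptor beads), 6 hr at 25C.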
Menin MLL FP TR: menin-MLL binding inhibition, Texas Red mutant peptide. 270,000 compounds, 0.23% hits. O00255. Menin + Texas Red MLL mutant peptide, fluorescence polarization. Potency, µM (doses to about 61.6 µM), without a hit: top-dose FP activity change, negative = inhibition, hits mostly inhibitors. AID 1768; active = well fitted inhibition curve with a large enough effect in the polarisation, with a control signal flat, not every such curve was filed as active; inconclusive = small, poorly fitted or top-dose-only effect, or effect the other way, or a change in a side signal; inactive = no such curve, though single readings can be large or run the other way; the % refers to the polarisation; note: potency is the fitted concentration of half-maximal effect; % of control where 0% means no effect; many of its hits are not listed in these tables
MLL CXXC-DNA inh: inhibitors of human MLL CXXC domain-DNA interaction; MLL-CXXC / FITC-HOXA9 DNA fluorescence polarization; Potency, µM (top dose mostly 115 µM), for the others: at the highest dose activity change, negative = inhibition, hits mostly inhibitors; AID 2662; 290,000 compounds, 0.037% hits; active = well fitted inhibition curve with a large enough effect in the polarisation, with a control signal flat, not every such curve was filed as active; inconclusive = small, poorly fitted or top-dose-only effect, or effect the other way, or a change in a side signal; inactive = no such curve, though single readings can be large or run the other way; the % refers to the polarisation; note: potency is the fitted concentration of half-maximal effect
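Steps: dispense CXXC domain solution (7 uM) → pin compounds or unlabeled HOX-A9 DNA control → 5 min ambient → add FLSN-HOX-A9 solution (50 nM) → spin → 30 min ambient → fluorescence polarization. Tris pH 7.5/NaCl/DTT/BSA buffer.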
TSHR antagonist: human thyrotropin receptor antagonism | activity change, negative = inhibition, % at 11.5 µM | AID 504810 | TSHR-expressing cells, TSH-stimulated cAMP HTRF, 2 h; active compounds read low | P16473 | 330,000 compounds, 0.2% hits;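 active = activity change below a set negative limit, meaning inhibition stronger than a set level, cut at about -70% in these data; inconclusive = activity change between two set negative limits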; note: % is set by controls: 0 for no effect and ±100 for the full control effect
Target sequence (P16473 whole entry, looked up): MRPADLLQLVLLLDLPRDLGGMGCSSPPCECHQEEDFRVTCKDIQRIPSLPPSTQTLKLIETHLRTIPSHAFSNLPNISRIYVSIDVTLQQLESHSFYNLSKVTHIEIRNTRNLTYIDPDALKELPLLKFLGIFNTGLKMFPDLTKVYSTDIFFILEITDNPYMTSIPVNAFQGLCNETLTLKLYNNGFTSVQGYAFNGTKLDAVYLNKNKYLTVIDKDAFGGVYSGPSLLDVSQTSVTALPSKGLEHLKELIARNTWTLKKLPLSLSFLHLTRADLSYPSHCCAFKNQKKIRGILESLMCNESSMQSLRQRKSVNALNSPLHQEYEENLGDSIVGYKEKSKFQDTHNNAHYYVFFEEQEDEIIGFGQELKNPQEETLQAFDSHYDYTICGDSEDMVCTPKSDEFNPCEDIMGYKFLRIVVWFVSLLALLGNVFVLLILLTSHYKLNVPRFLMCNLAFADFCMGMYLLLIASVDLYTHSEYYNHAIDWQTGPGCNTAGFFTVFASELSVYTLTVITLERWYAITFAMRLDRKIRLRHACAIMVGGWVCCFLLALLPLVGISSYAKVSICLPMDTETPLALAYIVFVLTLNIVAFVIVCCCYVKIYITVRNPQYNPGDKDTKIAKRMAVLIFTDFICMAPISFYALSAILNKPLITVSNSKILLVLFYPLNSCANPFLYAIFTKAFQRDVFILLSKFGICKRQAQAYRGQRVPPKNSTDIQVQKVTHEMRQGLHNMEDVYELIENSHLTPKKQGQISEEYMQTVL
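Freshly harvested TSHR cells receive pin-tooled compound, then EC80 TSH at 4nM final. After 2 hours at 37 deg C, antibody in lysis buffer and cAMP-d2 are added; 30 minutes at ambient temperature precede the HTRF read.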
ASM inhibitor: human S-ASM enzyme inhibition | Potency, µM (titrated, usually from 57.5 µM), without a hit: at the top dose activity change, negative = inhibition, actives largely listed as inhibitors | 340,000 compounds, 0.006% hits | P17405 | placental ASM, HMU-PC fluorogenic substrate, 60 min | AID 504937; note: potency is the fitted concentration of half-maximal effect
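Human placenta-derived ASM preincubated with compound 10 min at room temperature, then reacted with 9 uM (final) fluorogenic HMU-PC substrate for 60 min at 37 C. Stop solution raises pH to 10; fluorescence read at Ex 386/Em 447 nm.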
MBNL1-CUG inh: blocks human MBNL1 binding to CUG repeat RNA; Potency, µM (top dose mostly 57.5 µM), inactives show top-dose activity change, negative = inhibition, hits mostly inhibitors; TR-FRET MBNL1-His/biotin-(CUG)12 binding, 665/545 ratio; 280,000 compounds, 0.036% hits; AID 2675; Q9NR56; active = well fitted inhibition curve with a large enough effect in the signal ratio, with a control signal flat, not every such curve was filed as active; inconclusive = small, poorly fitted or top-dose-only effect, or effect the other way, or a change in a side signal; inactive = no such curve, though single readings can be large or run the other way; the % refers to the signal ratio; note: potency is the fitted concentration of half-maximal effect; % is set by controls: 0 for no effect and ±100 for the full control effect
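TR-FRET readout: Ex 340 nm, 665/545 nm emission ratio, normalized to buffer-only (basal) and MBNL1-(CUG)12 controls. Complex of MBNL1-His with Biotin-(CUG)12, compounds 92 nM–58 uM, incubated 60 min at room temperature.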
The depositor's hits bear a star; ? = inconclusive; nt = no result given; [ ] = dose if it differs, or a comment. Unless noted, calls come from the whole dose curve; as a rule, active = well fitted curve in the direction sought with a large enough effect; inconclusive = small, poorly fitted or top-dose-only effect, or another doubt; inactive = no such curve, though single readings can be large; an effect the other way counts as inactive or inconclusive. Not all compounds are listed. The share of hits here may be higher or lower than overall.

SMILES | PTAP TSG101 blk | Mito fusion yeast | TCR act | a7 integrin act | AT treatment | Menin MLL FP TR | MLL CXXC-DNA inh | TSHR antagonist | ASM inhibitor | MBNL1-CUG inh
CCC1=NN(C(=O)Cc2ccc([N+](=O)[O-])cc2)C(O)(C(F)(F)F)C1 (stereo not drawn) | -6.3% | 5.6% | -10.0% | -3.6% | 19.2% | nt | -4.0% | 33.8 | 1.2% | ?
O=C(Nc1ccc2c(c1)OCO2)c1noc2c1CCCCC2 | -2.1% | 2.2% | nt | 12.8%[7.66 µM] | 4.8% | -4.3% | -7.0% | -9.2 | -1.5% | -4.4%
COc1ccc(NC(=O)CON=CC(=O)Nc2ccc(C)cc2)c(OC)c1 | -3.5% | nt | nt | -27.3% | 1.0% | nt | nt | 3.8 | -6.4% | nt
CCOc1cc(C(=O)NC(=S)Nc2nc(C)cc(C)n2)cc(OCC)c1OCC | -2.4% | 1.3% | 4.0% | 0.0% | 3.5% | ? | 6.1% | -10.9 | -1.3% | -9.0%
O=[N+]([O-])c1ccccc1OCC(O)CN1CCN(CC(O)COc2ccccc2[N+](=O)[O-])CC1 (stereo not drawn) | -5.7% | 1.5% | nt | ? | 8.1% | -17.6% | 11.6% | 52.7 | -1.2% | -0.6%
CN1C(=O)/C(=C/c2ccc(C(=O)NC3CCCC3)cc2)Oc2ccccc21 | -0.8% | 1.2% | 0.2% | 36.9% | 1.3% | -10.8% | 28.6% | 2.3 | 411.0%[activator] | 5.2%
CCc1cccc(CC)c1NC(=O)CN1CCN(S(=O)(=O)c2ccccc2)CC1 | -2.4% | -0.7% | 6.2% | 10.8% | -5.9% | -6.9% | -3.0% | -5.6 | 1.1% | 6.1%
COc1cccc(C2c3[nH]c4ccccc4c3CCN2Cc2cccc(C)n2)c1 (stereo not drawn) | -5.2% | 14.3% | -1.8% | -3.1% | 9.3% | 5.1% | 0.4% | 7.2 | 18.4% | 1.4%
O=C(NNC1CC(=O)N(c2ccc(F)cc2)C1=O)c1cccnc1 (stereo not drawn) | -0.1% | -0.9% | 6.2% | ? | -1.5% | nt | 0.6% | -3.7 | -1.2% | -7.7%
Cc1ccccc1C(=O)NC(=S)NCc1cccnc1 | 2.5% | -4.6% | -14.7% | 1.0% | -6.3% | 9.3% | -2.0% | -3.3 | -1.0% | 7.6%
Cc1ccccc1C(=O)NCC(=O)NNC(=O)CCN1CCN(c2ccccc2)CC1 | -4.2% | -0.2% | 6.8% | -7.5% | -8.6% | nt | 2.1% | 6.2 | -0.6% | -6.1%
O=C(NCC(=O)N1CCCC(C(F)(F)F)C1)c1ccco1 (stereo not drawn) | -3.6% | -2.2% | 5.1% | 2.4% | 1.7% | nt | nt | 4.5 | 0.3% | nt
Cc1ccc2c(CSc3nc4ccccc4c(=O)n3CCCO)cc(=O)oc2c1C | -5.1% | ? | -1.8% | -18.0% | nt | 6.1% | -0.4% | 41.0 | -18.0% | 16.2%
Cc1csc(NC(=O)c2ccccc2)n1 | -0.7% | -4.8% | -0.6% | -8.8% | -9.2% | -5.6% | 3.1% | -5.4 | -5.2% | -8.3%
O=C(OCC(=O)N1CCc2ccccc21)c1ccccc1[N+](=O)[O-] | -3.0% | 4.9% | -0.6% | 10.0% | 5.7% | nt | nt | -12.0 | -0.1% | nt
CCC(=O)Nc1cccc(NC(=O)c2ccccc2Cl)c1 | -3.0% | -11.2% | nt | -11.4% | -0.9% | 7.5% | 10.2% | 4.5 | 3.4% | -7.4%
COc1ccc(N=Cc2ccccc2O)cc1 | -1.4% | nt | -8.8% | 2.9% | nt | nt | nt | nt | 0.4% | nt
NC(=O)CCCn1c(C(=O)c2ccc(Cl)cc2)c2ccc(C(F)(F)F)cc2[n+]1[O-] | -2.3% | 1.7% | 8.0% | 10.5% | 9.9% | nt | nt | -13.8 | -7.3% | nt
Cc1cc(C)nc(NC(=NCCc2c[nH]c3ccccc23)NC(=O)Nc2ccccc2)n1 | 0.9% | ? | 7.5% | 0.0% | 6.1% | ? | 6.2% | -18.8 | -13.7% | nt
Cc1ccc(NC(=O)c2ccc(C#CC3(O)CCCCC3)cc2)cc1C | -4.7% | 1.8% | nt | -20.4%[7.66 µM] | 8.0% | 19.2% | 24.4% | -7.2 | 14.1% | -10.7%
Cc1ccc(C(=O)O/N=C(\N)c2ccccc2)c(Cl)c1 | -4.6% | -4.6% | -7.2% | 10.8% | 14.9% | nt | 12.2% | -1.8 | 1.3% | -2.7%
O=C(Nc1nccs1)C1CCCN(S(=O)(=O)c2cccc3cccnc23)C1 (stereo not drawn) | -0.3% | 2.0% | 2.8% | 13.0% | -0.2% | 0.3% | 13.6% | 4.5 | -4.8% | -8.7%
CC(=O)Nc1ccc(S(=O)(=O)N2CCC(N3CCCCC3)CC2)cc1 | -3.3% | 6.9% | -1.7% | 6.0% | 2.9% | 9.9% | 9.4% | -14.7 | 3.0% | -1.4%
Cc1cc(C)c(C(=O)N(C)C2CCCN(Cc3ccccc3F)C2)o1 (stereo not drawn) | -3.3% | 0.5% | 1.9% | 7.0% | -0.4% | nt | -6.4% | 9.2 | 4.0% | -2.7%
CC(C)=CCN1CCN(Cc2cccnc2)CC1CCO (stereo not drawn) | -1.0% | 0.0% | -5.3% | 1.4% | 0.8% | 13.2% | ? | 0.1 | -3.7% | 3.3%
CC1CC(C)CN(S(=O)(=O)c2ccc(C(=O)N(c3ccccn3)C3CCCCC3)cc2)C1 (stereo not drawn) | -2.6% | -15.5% | 3.8% | -4.6% | 0.2% | -24.2% | -3.3% | 5.3 | -1.0% | -8.0%
Cn1c(=O)c2c(ncn2Cc2cccc(Cl)c2)n(C)c1=O | -7.8% | -3.7% | nt | 1.4% | -3.1% | nt | -4.3% | 22.9 | -4.6% | -12.8%
O=C(Nc1ccc(F)cc1)c1ccc(S(=O)(=O)N2CCCC2)cc1 | -0.3% | 10.3% | -5.9% | ? | -8.2% | 14.8% | 23.6% | 4.6 | -1.2% | 4.0%
Cc1c(C(=O)Nc2ccc(F)cc2)oc2ccc(S(=O)(=O)N3CCCC3)cc12 | -7.9% | -0.8% | -0.8% | -18.1% | -16.7% | 3.8% | 21.4% | 21.2 | -1.4% | -9.5%
CC(C(=O)N(C1CC1)C1(C(=O)Nc2ccccc2)CCCC1)N1C(=O)c2ccccc2C1=O (stereo not drawn) | 3.3% | ? | 0.7% | -6.7% | 1.6% | -10.5% | 4.2% | -3.8 | -5.1% | -0.8%
CC(C)(C)N(Cc1ccccc1)C(=O)CN1C(=O)NC2(CCCCCC2)C1=O | -2.2% | 17.6% | -1.7% | 0.4% | 11.4% | nt | nt | 3.1 | -8.8% | nt
CSCCC(NC(N)=O)C(=O)NCc1ccc(Cl)cc1 (stereo not drawn) | -6.1% | -2.5% | nt | -1.9% | 2.4% | -0.2% | 27.4% | 20.8 | 2.0% | -3.9%
O=[N+]([O-])c1cccc(S(=O)(=O)Nc2ccc(S(=O)(=O)NCC3CCCO3)cc2)c1 (stereo not drawn) | 0.6% | 1.2% | 0.2% | 10.2% | 2.5% | 9.1% | -4.8% | -6.4 | 1.9% | ?
O=C(c1ccccc1)c1ccc2nc(-c3ccc(NC(=O)c4ccccc4Br)cc3)[nH]c2c1 | -6.8% | 9.0% | 2.6% | 0.0% | 6.8% | -13.5% | 0.3% | -7.0 | 9.5% | 107.6%[activator]
O=C(Nc1ccon1)C(Sc1ccccc1)c1ccccc1 (stereo not drawn) | -6.6% | -2.8% | nt | -23.5% | 3.9% | 12.1% | 0.9% | -4.7 | -1.2% | -2.9%
CC[C@]12c3[nH]c4ccc(OC)cc4c3CCN1C(=O)C(CC(=O)NCCN1CCOCC1)C[C@@H]2C(=O)N1CCN(C(=O)c2ccco2)CC1 (stereo partly drawn) | -2.1% | nt | 0.5%[46.1 µM] | -7.8% | 6.0% | nt | nt | 14.9 | 1.9% | nt
